PRMT1 FP inh: PRMT1 methyltransferase inhibitors, primary screen, biochemical, fluorescence polarization. Protein arginine N-methyltransferase 1 (Homo sapiens), Q99873. recombinant PRMT1, activity-based probe fluorescence polarization. inhibition, % at 2.79 µM. 370,000 tested, 1.3% active. AID 652257, 2013;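 active = inhibition above about 21% made by adding two undisclosed values, limit read from the data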
MBD2 DNA inh: inhibitors of MBD2 binding to methylated DNA, primary screen, biochemical, TR-FRET, DNA-binding domain, human. Methyl-CpG-binding domain protein 2 (Homo sapiens), Q9UBB5. MBD2 binding to methylated oligonucleotide. inhibition, % at 4.4 µM. 370,000 tested, 0.31% active; in the data active = inhibition above about 13%
TCR-CD3 inh: inhibitors of human TCR-CD3 interaction, primary screen, biochemical, fluorescence, TAMRA-labeled TCR probe | inhibition, % at 9.4 µM | 360,000 tested, 0.37% active | T-cell receptor (TCR) | AID 651800, 2012; in the data active = inhibition above about 19%;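 note: recombinant mutant TCR 2C K166C tagged with TAMRA read by polarization; 0% = receptor in buffer alone and 100% = receptor with positive control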
HTRA1 inhibitor: HTRA1 serine protease inhibitors, primary screen, biochemical, fluorescence polarization, HTS | inhibition, % at 5.96 µM | 340,000 tested, 0.5% active | recombinant HTRA1, FP-rhodamine activity-based probe | Q92743; in the data active = inhibition above about 36%;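 note: 0% = enzyme with DMSO and 100% = wells lacking enzyme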
UHRF1 binding: UHRF1 methylated DNA binding inhibitors, primary screen, counter-screen for MBD2 inhibitor project, biochemical, TR-FRET, human UHRF1, single concentration. E3 ubiquitin-protein ligase UHRF1 (Homo sapiens), Q96T88. UHRF1 binding to methylated oligo. inhibition, % at 4.4 µM. 370,000 tested, 0.75% active. AID 687016, 2013; in the data active = inhibition above about 21%;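 note: UHRF1 SRA domain binding a hemimethylated CpG hairpin DNA probe; 0% = median of test compound wells and 100% = reference inhibitor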
rCAG binder: binders of r(CAG) RNA repeats, primary screen, biochemical, fluorescence; r(CAG) RNA repeat, TO-PRO-1 dye displacement fluorescence; inhibition, % at 3 µM; 370,000 tested, 1.3% active;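 active = inhibition above the plate cutoff, the mean of all test compounds on that plate plus 3 SD, cut at about 35% in these data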;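 note: 0% = DMSO alone and 100% = 100 µM mitoxantrone as full dye displacement; higher means more dye released from RNA so lower well fluorescence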
SIAE inh: human SIAE inhibitors, primary screen, biochemical, fluorescence polarization, FP-Rh probe, 1536-well HTS; Sialate O-acetylesterase (Homo sapiens), Q9HAT2; SIAE FP-Rh probe binding; inhibition, % at 9.66 µM; 370,000 tested, 0.69% active; AID 1053197, 2014;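 active = inhibition above a cutoff: mean of compounds within the control limits plus 3 SD of those, cut at about 17% in these data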;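 note: 0% = plate median of compound wells and 100% = probe without SIAE protein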
GC-A act: GC-A stimulated cGMP production enhancers – HEK293 GC-A cells, cGMP TR-FRET, EC30 ANP, primary screen. 0% at EC30 ANP, 100% saturating ANP. activation, % at 10 µM. 370,000 tested, 0.14% active. AID 1671463, 2021; in the data active = activation above about 40%
mABHD4 FP: ABHD4 inhibitors, primary screen, biochemical, fluorescence polarization, mouse | purified mABHD4, FP-Rh probe fluorescence polarization | inhibition, % at 8.92 µM | 370,000 tested, 0.54% active | (Lyso)-N-acylphosphatidylethanolamine lipase (Mus musculus), Q8VD66;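 active = inhibition exceeding the mean over every tested compound plus 3 SD, cut at about 30% in these data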;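 note: 0% = plate median of compound wells and 100% = S159A mutant with DMSO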
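System: mouse ABHD4 enzyme, wild type / Medium: HEPES pH 7.0, NaCl, Pluronic buffer / Reagent: FP-Rh activity-based fluorescent probe / Control set: S159A mutant high control, sample median low control / Detection: fluorescence polarization with parallel and perpendicular emission, 525/598 nm / Schedule: 45 min + 60 min at 25 °C / Compound dosing: 8.92 µM, single dose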
GC-B act: human GC-B receptor activators, primary screen, HEK293 GC-B cells, cGMP TR-FRET, EC30 CNP | Atrial natriuretic peptide receptor 2 (Homo sapiens), P20594 | activation, % at 10 µM | 370,000 tested, 0.11% active | 0% at EC30 CNP, 100% saturating CNP;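 active = activation at 10 µM reaching about 35% in either raw or pattern-adjusted values, limit read from the data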
Target sequence (P20594 whole entry, looked up): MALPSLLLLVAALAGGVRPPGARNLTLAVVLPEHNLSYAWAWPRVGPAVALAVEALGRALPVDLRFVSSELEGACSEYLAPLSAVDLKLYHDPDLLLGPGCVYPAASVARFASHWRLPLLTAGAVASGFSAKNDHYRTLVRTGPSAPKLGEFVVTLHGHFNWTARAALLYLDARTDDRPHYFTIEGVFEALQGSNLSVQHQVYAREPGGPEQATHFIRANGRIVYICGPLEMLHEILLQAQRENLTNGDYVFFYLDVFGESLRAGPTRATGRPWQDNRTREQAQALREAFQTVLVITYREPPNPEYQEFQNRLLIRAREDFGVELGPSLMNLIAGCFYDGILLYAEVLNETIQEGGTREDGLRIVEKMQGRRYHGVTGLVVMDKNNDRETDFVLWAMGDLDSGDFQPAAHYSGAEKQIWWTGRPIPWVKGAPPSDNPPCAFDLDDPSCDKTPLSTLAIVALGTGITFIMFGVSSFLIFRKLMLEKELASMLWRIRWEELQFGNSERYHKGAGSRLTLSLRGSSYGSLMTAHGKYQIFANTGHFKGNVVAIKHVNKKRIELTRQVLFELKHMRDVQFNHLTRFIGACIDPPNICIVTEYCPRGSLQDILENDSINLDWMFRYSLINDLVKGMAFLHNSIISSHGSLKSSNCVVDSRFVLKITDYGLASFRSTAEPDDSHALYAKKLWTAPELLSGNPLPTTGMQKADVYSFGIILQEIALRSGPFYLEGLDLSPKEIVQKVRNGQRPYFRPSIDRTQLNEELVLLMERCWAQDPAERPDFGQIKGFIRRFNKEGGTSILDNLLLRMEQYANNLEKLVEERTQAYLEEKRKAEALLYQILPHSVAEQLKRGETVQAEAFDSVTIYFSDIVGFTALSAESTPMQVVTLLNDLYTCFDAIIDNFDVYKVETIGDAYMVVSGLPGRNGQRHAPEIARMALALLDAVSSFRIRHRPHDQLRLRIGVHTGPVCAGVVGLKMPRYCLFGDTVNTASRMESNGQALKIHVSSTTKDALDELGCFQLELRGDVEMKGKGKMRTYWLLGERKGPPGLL
* hit, by the source's call; . = not tested or not shown. This is a subset (hit frequency here may not be typical).

SMILES	PRMT1 FP inh	MBD2 DNA inh	TCR-CD3 inh	HTRA1 inhibitor	UHRF1 binding	rCAG binder	SIAE inh	GC-A act	mABHD4 FP	GC-B act
CN(C)S(=O)(=O)c1cccc(NC(=O)c2ccc(NS(=O)(=O)c3cccs3)cc2)c1	-2	3	1	4	0	28	-13	4	-7	-1
COc1ccc(C(=O)Nc2c3c(nn2-c2ccc(Cl)cc2)CS(=O)(=O)C3)cc1	1	1	12	-7	0	1	-4	1	3	-4
CCOc1ccc(C2CC(=O)N(Nc3ccc([N+](=O)[O-])cc3[N+](=O)[O-])C2=O)cc1 (stereo unspecified)	-4	-6	2	-2	1	13	10	1	2	-4
O=C(CN(C(=O)c1csnn1)c1cccc(C(F)(F)F)c1)NCCc1ccccc1	-3	-2	-5	2	0	-2	-1	0	-6	2
COc1ccc2nc(SCC(=O)Nc3ccc4sc(C)nc4c3)c(C#N)cc2c1	0	-2	0	-1	1	1	-29	4	0	5
Cc1cccc(NC(=O)c2sc3nc(C)nc(N4CCOCC4)c3c2C)c1	-4	5	1	-33	0	3	-3	-1	-4	-11
CCOC(=O)c1[nH]c2ccc(OC)cc2c1NC(=O)OC	-2	-3	-2	0	-3	-1	-1	0	0	-9
COC(=O)c1ccc(CN2C(=O)NC3(CCCCC3)C2=O)cc1	-7	1	-4	-1	2	-1	1	-2	-3	0
Cc1c(C(=O)OCC(=O)NCc2ccco2)oc2ccccc12	4	-2	5	0	-3	4	-2	-5	6	1
COc1cccc(N2CCN(C(=O)CC(NC(=O)c3ccccc3)c3ccccc3)CC2)c1 (stereo unspecified)	-3	7	-5	-6	-1	2	15	-1	-8	1
COc1ccc(NC(=S)Nc2cccc3ccccc23)cc1OC	6	-5	3	12	-6	5	12	0	17	-5
CC(Sc1ccccn1)C(=O)Nc1ccccc1 (stereo unspecified)	4	0	3	-3	0	-2	3	2	2	-4
N#CC1=C2N=C(N)c3ccccc3N2C2=C(C(=O)CCC2)C1c1cccc(Cl)c1 (stereo unspecified)	0	1	3	-20	-3	8	9	-1	9	9
Cc1cc(C)c(S(=O)(=O)N/N=C/c2ccc3c(c2)OCO3)c(C)c1	-2	-1	3	-12	3	8	-6	0	3	-3
C[C@H]1CCC[C@@]2(O[C@H](CCO)C[C@H](O)[C@H]2O)O1	3	-1	2	1	4	7	7	1	3	4
COc1cc(Cl)c(CN2CCCC(CO)(Cc3ccccc3F)C2)cc1OC (stereo unspecified)	-4	-1	-14	-7	8	-8	3	-9	-5	2
CSc1ccc(CNC(=O)C2CCC(=O)N(CCc3ccc(Cl)cc3)C2)cc1 (stereo unspecified)	-2	3	4	-6	-1	2	0	-5	-4	-7
Cc1ccc(CCNC(=O)C2CCC(=O)N2CCc2ccccc2)cc1 (stereo unspecified)	-1	2	-2	2	8	-6	-3	2	1	2
Cc1ccccc1N(C(=O)Cc1cccs1)C(C(=O)NCC1CCCO1)c1cccnc1 (stereo unspecified)	0	-6	7	6	-4	-10	1	-15	0	-5
CCn1c(=N)n(CC(=O)C(C)(C)C)c2ccccc21	1	1	2	0	2	-7	1	-2	4	2
COC(=O)CN1C(=O)C2(OCCCO2)c2cc(Br)ccc21	-2	1	6	8	-3	-3	-5	3	4	3
COCCn1c(SCC(=O)NCCCN2CCCC2=O)nc2sc3c(c2c1=O)CCCC3	1	1	-2	-1	-3	-1	5	0	3	1
CN(C(=O)CSc1nc2ccc([N+](=O)[O-])cc2s1)C1CCS(=O)(=O)C1 (stereo unspecified)	-3	-2	4	-2	-3	5	0	4	2	1
O=C1c2cccc3c(N4CCOCC4)c([N+](=O)[O-])cc(c23)C(=O)N1c1cccc2ccccc12	2	2	3	1	5	10	4	-1	3	4
COc1cc(C2N(c3ccc(F)cc3)C(=O)C3CCCN32)cc(OC)c1OC (stereo unspecified)	-3	-3	-6	2	-2	6	6	2	1	-3
CCCN1CCC(=O)N(CCSc2ccc(OC)cc2)CC1	1	-1	-1	-1	0	-1	1	2	1	-2
CN(C)c1nc(N)nc(CSc2nnnn2-c2ccc(C(=O)O)cc2)n1	1	2	-4	3	-1	2	9	4	2	2
COc1ccc(NC(=O)C2(C)CCN2C(=O)c2ccccc2CCc2ccccc2)cc1OC (stereo unspecified)	1	3	-5	.	0	3	17	2	-2	-2
O=C(CSc1nncc2ccccc12)N1CCCCC1	2	3	5	1	-1	4	3	-2	12	-4
COc1ccc(C(=O)C2CCCN(Cc3cn[nH]c3-c3ccc(F)cc3)C2)cc1OC (stereo unspecified)	2	-6	7	-8	-2	-5	0	-12	0	-8
O=C(OCc1cn([C@@H]2C[C@H](c3ccccc3)N(C(=O)c3cccs3)C[C@H]2O)nn1)c1ccccc1	3	-2	3	-14	2	3	-4	-7	2	-6
COc1ccc(N(C)S(=O)(=O)c2cccc(C(=O)NC3CCC(C)CC3)c2)cc1 (stereo unspecified)	-1	-1	3	-14	1	-6	-5	-5	-1	2
CCC1CCCCN1C(=O)COC(=O)c1cccs1 (stereo unspecified)	4	17*	-9	-13	14	-2	-1	2	1	0
CC(=O)N(c1ccc(Br)cc1)C1C=CS(=O)(=O)C1 (stereo unspecified)	-3	-2	0	-6	-2	1	-3	1	1	0
CCOc1ccc(CNC(c2ccccc2)c2ccccc2)cc1	-4	-5	6	-10	-3	-9	-2	-2	-6	-2
CCCN1C2CCCC1CC(NC(=O)c1ccc(F)cc1)C2 (stereo unspecified)	-2	2	-1	5	1	5	8	2	-12	3
C[C@H](CO)N1C[C@H](C)[C@H](CN(C)C(=O)C2CCCCC2)OCc2cnnn2CCCC1=O	-1	1	-2	.	12	3	-1	4	1	2
COC(=O)[C@]12C[C@H](CC(=O)NCc3cccs3)C(=O)N(Cc3ccc(Cl)cc3Cl)C1=C[C@H](C(C)C)O[C@@H]2C1CC1	-2	-4	.	.	-1	4	-5	-24	-20	-12
COc1ccc(C(=O)NC2CC2)cc1OC1CCN(C(C)CSC)CC1 (stereo unspecified)	-2	5	3	7	-1	-6	3	3	2	0
O=C(CCl)Nc1c[nH]c(=O)[nH]c1=O	0	1	2	9	2	1	13	0	0	1

Arranged by value in TCR-CD3 inh (falling): some entries from above.
SMILES | PRMT1 FP inh | MBD2 DNA inh | TCR-CD3 inh | HTRA1 inhibitor | SIAE inh | GC-A act | mABHD4 FP | GC-B act
COc1ccc(NC(=S)Nc2cccc3ccccc23)cc1OC | 6 | -5 | 3 | 12 | 12 | 0 | 17 | -5
O=C(CCl)Nc1c[nH]c(=O)[nH]c1=O | 0 | 1 | 2 | 9 | 13 | 0 | 0 | 1
CN(C)c1nc(N)nc(CSc2nnnn2-c2ccc(C(=O)O)cc2)n1 | 1 | 2 | -4 | 3 | 9 | 4 | 2 | 2

12 compounds already listed, arranged by length of the SMILES, rising.
SMILES	PRMT1 FP inh	MBD2 DNA inh	TCR-CD3 inh	HTRA1 inhibitor	UHRF1 binding	rCAG binder	SIAE inh	GC-A act	mABHD4 FP	GC-B act
CCC1CCCCN1C(=O)COC(=O)c1cccs1 (stereo unspecified)	4	17*	-9	-13	14	-2	-1	2	1	0
CCOc1ccc(CNC(c2ccccc2)c2ccccc2)cc1	-4	-5	6	-10	-3	-9	-2	-2	-6	-2
CC(=O)N(c1ccc(Br)cc1)C1C=CS(=O)(=O)C1 (stereo unspecified)	-3	-2	0	-6	-2	1	-3	1	1	0
COC(=O)CN1C(=O)C2(OCCCO2)c2cc(Br)ccc21	-2	1	6	8	-3	-3	-5	3	4	3
COc1ccc(C(=O)NC2CC2)cc1OC1CCN(C(C)CSC)CC1 (stereo unspecified)	-2	5	3	7	-1	-6	3	3	2	0
CN(C)c1nc(N)nc(CSc2nnnn2-c2ccc(C(=O)O)cc2)n1	1	2	-4	3	-1	2	9	4	2	2
COc1cc(C2N(c3ccc(F)cc3)C(=O)C3CCCN32)cc(OC)c1OC (stereo unspecified)	-3	-3	-6	2	-2	6	6	2	1	-3
COc1ccc(NC(=O)C2(C)CCN2C(=O)c2ccccc2CCc2ccccc2)cc1OC (stereo unspecified)	1	3	-5	.	0	3	17	2	-2	-2
CN(C(=O)CSc1nc2ccc([N+](=O)[O-])cc2s1)C1CCS(=O)(=O)C1 (stereo unspecified)	-3	-2	4	-2	-3	5	0	4	2	1
C[C@H](CO)N1C[C@H](C)[C@H](CN(C)C(=O)C2CCCCC2)OCc2cnnn2CCCC1=O	-1	1	-2	.	12	3	-1	4	1	2
O=C1c2cccc3c(N4CCOCC4)c([N+](=O)[O-])cc(c23)C(=O)N1c1cccc2ccccc12	2	2	3	1	5	10	4	-1	3	4
O=C(OCc1cn([C@@H]2C[C@H](c3ccccc3)N(C(=O)c3cccs3)C[C@H]2O)nn1)c1ccccc1	3	-2	3	-14	2	3	-4	-7	2	-6

Next structures follow:
SMILES	PRMT1 FP inh	MBD2 DNA inh	TCR-CD3 inh	HTRA1 inhibitor	UHRF1 binding	rCAG binder	SIAE inh	GC-A act	mABHD4 FP	GC-B act
Cc1cccc(C(O)c2ncc(-c3ccc(C(F)(F)F)cc3)[nH]2)c1C (stereo unspecified)	0	-5	-3	.	-1	1	-5	-3	-10	-1
CC(CCc1ccco1)N(C)S(=O)(=O)c1csc(C(N)=O)c1 (stereo unspecified)	9	3	1	8	1	0	4	3	-8	-4
COC(=O)/C(C#N)=C/c1c(N2CCN(c3ccc(OC)cc3)CC2)nc2c(C)cccn2c1=O	-2	-2	1	7	-2	-1	2	11	1	-2
COc1cccc(N(CC(=O)NCCSc2ccccc2)S(C)(=O)=O)c1	-1	-3	4	-2	5	-4	-5	-3	4	2
Nc1nn(-c2ccccc2)c(N)c1N=Nc1ccc2c(c1)OCO2	3	-4	3	11	-4	2	4	-4	18	0
Cn1c(=O)c2c(nc(N3CCC(C(N)=O)CC3)n2CCSc2nc3ccccc3s2)n(C)c1=O	-1	1	0	-1	2	-3	0	-1	-2	0
O=C(Cn1cc(C(F)(F)F)ccc1=O)Nc1ccc(N2CCOCC2)cc1	-4	1	10	5	0	3	6	3	7	5
COc1ccc2[nH]c(C)c(CCNc3ccc(C(F)(F)F)cc3[N+](=O)[O-])c2c1	2	4	-7	7	2	8	4	-8	-4	-8
O=c1c2c3c(sc2[nH]c(=S)n1Cc1ccco1)CCC3	6	5	0	10	6	21	8	-11	15	1

Bioassay records as filed in PubChem.
